Screens as filed in PubChem BioAssay.
tuberculosis growth = growth inhibition of non-replicating M. tuberculosis (AID 488890) | Mycobacterium tuberculosis non-replicating, growth inhibition; higher % means a stronger effect | 320,000 tested, 0.39% active | inhibition, % at 25 µM; hits with a dose series show IC50 in µM; in the data active means a potency from the dose series; inconclusive means inhibition mostly from about 82% at the one dose, without a potency; inactive means the rest, 99 in 100 with inhibition below about 76%;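 further: plate controls were DMSO cells for no effect and high antibiotic wells for full effect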
inhibitors of VEEV = inhibitors of VEEV TC-83 cytopathic effect, confirmation, Vero cells (AID 588727); 350,000 tested, 0.13% active; Vero cells, VEEV TC-83 cytopathic effect inhibition; higher % means a stronger effect; inhibition, % at 20 µM; hits with a dose series show IC50 in µM; in the data active means a potency from the dose series; inconclusive means inhibition mostly from about 14% at the one dose, without a potency; inactive means the rest, 99 in 100 with inhibition below about 12%; further: strong numbers were not always called active
influenza NS1A = H1N1 influenza NS1A inhibitors, functional cell based assay (AID 504329) | NS1A functional cell-based assay, percent inhibition; higher % means a stronger effect | one-dose inhibition, % at 12.5 µM; IC50 in µM for titrated hits | 340,000 tested, 0.3% active; in the data active means a potency from the dose series; inconclusive means inhibition above about 27% without an active follow-up result; further: strong numbers were not always called active
PhoP GFP inhibition = PhoP regulon inhibitors, Salmonella typhi PhoP promoter GFP reporter, confirmatory (AID 1850); 310,000 tested, 0.33% active; inhibition, % at 50 µM, or IC50 in µM where a hit was titrated; Salmonella Typhi PhoP-promoter GFP reporter, fluorescence, 4 h; higher % means a stronger effect; in the data active means a potency from the dose series; inconclusive means inhibition mostly from about 25% at the one dose, without a potency; inactive means the rest, 99 in 100 with inhibition below about 19%;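 further: 0% = induced wells with vehicle and 100% = uninduced wells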
H37Rv inhibition = M. tuberculosis growth inhibition, HTS (AID 449762) | M. tuberculosis H37Rv growth inhibition, 7H9 media; higher % means a stronger effect | one-dose inhibition, % at 25 µM; IC50 in µM for titrated hits | 330,000 tested, 0.59% active; in the data active means a potency from the dose series; inconclusive means inhibition above about 70% without an active follow-up result;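 further: bacterial growth assessed after seven days of incubation; strong numbers were not always called active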
inhibitors of VEEV 10K pilot screen = recorded beside inhibitors of VEEV, whose call it bears; inhibition, %; measured here: 10K pilot screen inhibition
* marks the source's active call; other numbers are inactive results; i = inactive; u = inconclusive; x = no result given.

SMILES	tuberculosis growth	inhibitors of VEEV	influenza NS1A	PhoP GFP inhibition	H37Rv inhibition	others
COC(=O)c1[nH]c2ccc(Br)cc2c1NC(=O)CN1CCCCC1CCO (stereo unspecified)	6%	5.7%	7%	3%	-10%
COc1cccc(/C=N/n2c(CO)nc3ccccc32)c1OC	5%	2.6%	3%	-10%	-11%
CCC(O)c1c(-c2ccccc2)nn(C)c1Cl (stereo unspecified)	-6%	i	2%	1%	3%
CC(C)(C)OC(=O)C[C@H]1C/C=C\C[C@@H](CC(=O)N[C@H](CO)Cc2ccccc2)C(=O)NC[C@@H](c2ccccc2)OC1=O	45%	1.4%	1%	x	1%
CC(=O)N1CCCc2cc(S(=O)(=O)N(C)Cc3ccccc3)ccc21	-3%	i	-2%	8%	0%
N#Cc1cnn(-c2ccccc2)c1NC(=O)CN1CCN(c2ccccc2)CC1	1%	i	x	5%	-10%
Cc1ccc(Nc2nc3ccccc3n3cnnc23)cc1Cl	25%	1.1%	-12%	-2%	16%
COC(=O)CCC(=O)OC1(C)C(=O)C2=CN(CC3CC3)C(c3ccc(OC)cc3)=CC2=C(Br)C1=O (stereo unspecified)	4%	1.9%	16%	10%	41%	inhibitors of VEEV 10K pilot screen=2.4
Cc1ccc(S(=O)(=O)NNC(=O)Nc2ccccc2F)c(C)c1	3%	1.1%	-4%	6%	5%
O=C(NCCN1CCOCC1)c1cc(=O)[nH]c2ccc(Br)cc12	-15%	0.9%	4%	-8%	-6%
O=C(NCc1ccc(F)cc1)C1CCCN1S(=O)(=O)c1cccc2nsnc12 (stereo unspecified)	7%	i	2%	-11%	9%
CCOC(=O)C1=C(C)NC(SC)=C(C#N)C1CC(C)C (stereo unspecified)	15%	3.0%	9%	-1%	2%
Cc1cccc(COc2ccccc2/C=N/Nc2ccc([N+](=O)[O-])cc2)c1	21%	i	-4%	-4%	99%
CCc1c(C(=O)Nc2ccc(OC)cc2)[nH]c(C)c1C(C)=O	10%	i	8%	14%	1%
O=C(Nc1ccc2c(c1)OCCO2)c1cccc(Cl)c1	32%	1.3%	-8%	-2%	8%
Nc1ncnc(Nc2cccc(Cl)c2Cl)n1	3%	0.3%	-4%	-4%	2%	inhibitors of VEEV 10K pilot screen=1.5
C#CCOCCOCCOCCNc1nc(N2CCN(C(=O)[C@H](CCCCN)n3cc([C@@H](N)C(C)CC)nn3)CC2)nc(N2CCN(C(=O)[C@H](Cc3cc4ccccc4[nH]3)n3cc([C@@H](N)CC(C)C)nn3)CC2)n1 (stereo partly specified)	54%	2.8%	10%	9%	u	inhibitors of VEEV 10K pilot screen=2.4
NC(=O)C1CCN(C(=O)CCc2nc3sc4c(c3c(=O)[nH]2)CCCC4)CC1	-2%	2.8%	-2%	-11%	-4%
CC1(C)NC(=O)N(CNc2cc(Cl)ccc2Cl)C1=O	-4%	0.7%	3%	5%	-7%
O=C(Nc1nnc(-c2cccs2)o1)c1cccc(C(F)(F)F)c1	x	25%	-21%	23µM*	u
CCc1ccc(NC(=O)CSc2nnc(-c3ccco3)o2)cc1	70%	1.9%	-11%	-9%	2%
O=c1[nH]c(C2CCN(S(=O)(=O)c3ccc(C(F)(F)F)cc3)CC2)nc2c1nnn2Cc1ccc(F)cc1	44%	i	-10%	2%	35%
COc1ccccc1NC(=O)CC1SC(=N)N(c2ccccc2)C1=O (stereo unspecified)	-5%	1.5%	1%	15%	-1%
COc1ccc(OC)c(NC(=O)CCc2c[nH]c3ccccc23)c1	13%	7.1%	14%	-10%	2%
O=C(Nc1ccccc1C(=O)NC1CC1)c1ccc([N+](=O)[O-])o1	x	4.4%	3%	x	x
Cc1ccc2nc3sc(C(=O)Nc4c(C)[nH]c(=O)[nH]c4=O)c(N)c3cc2c1	3%	0.5%	-2%	-39%	5%
O=C(O)/C=C/c1cn(-c2ccccc2)nc1-c1cc2ccccc2oc1=O	-9%	0.6%	6%	25%	-4%
Cc1cc(CNC[C@H]2O[C@@H](n3cnc(C(N)=O)n3)[C@H](O)[C@@H]2O)c(C)n1-c1cccnc1	x	0.2%	6%	x	x
O=C(Nc1ccccc1)c1cc(-c2ccccc2Cl)no1	u	3.6%	-3%	2%	14%
CC(=O)Nc1cccn(Cc2c(Cl)cccc2Cl)c1=O	0%	2.1%	-2%	-7%	-2%

As a working copy, some entries already given.
SMILES	tuberculosis growth	inhibitors of VEEV	influenza NS1A	PhoP GFP inhibition	H37Rv inhibition	others
Cc1cc(CNC[C@H]2O[C@@H](n3cnc(C(N)=O)n3)[C@H](O)[C@@H]2O)c(C)n1-c1cccnc1	x	0.2%	6%	x	x
O=C(Nc1ccccc1)c1cc(-c2ccccc2Cl)no1	u	3.6%	-3%	2%	14%
CC(=O)Nc1cccn(Cc2c(Cl)cccc2Cl)c1=O	0%	2.1%	-2%	-7%	-2%

Going on with the list:
SMILES	tuberculosis growth	inhibitors of VEEV	influenza NS1A	PhoP GFP inhibition	H37Rv inhibition	others
Cn1cnc([N+](=O)[O-])c1Nc1ccccc1O	4%	0.6%	6%	-3%	10%
CN(C)c1nc(-c2ccccc2)nc(-c2ccc(Cl)cc2)c1C#N	-13%	1.8%	-11%	10%	4%
Cc1c(Br)c(C(N)=O)nn1C	-6%	i	11%	1%	4%
CC(C)C(=O)NN1c2ccccc2CCc2ccccc21	-10%	0.4%	x	1%	-7%
O=C(Nc1ccnn1C1CCN(C/C=C/c2ccccc2)CC1)C1CCCC1	48%	1.4%	0%	-2%	-14%
C=CCNC(=O)c1c(N)n(-c2ccc3c(c2)OCO3)c2nc3ccccc3nc12	0%	i	4%	0%	-4%
CC1CCCCC12NC(=O)N(CC(=O)OCc1ccc(Br)cc1)C2=O (stereo unspecified)	3%	2.2%	-7%	x	6%
COc1ccc(CCNC(=O)c2ccc(N3CCCC3=O)cc2)cc1OC	15%	i	1%	-11%	-1%
COc1ccc(-c2cc(Nc3ccccc3NC(=O)C(F)(F)F)n(CCC#N)n2)cc1	2%	1.8%	16%	6%	-4%
Cc1cc(C)nc(N2CCC(C(=O)NNC(=O)Cc3ccccc3)CC2)n1	-19%	0.1%	-14%	-9%	-19%
COC(=O)C(CC(=O)c1ccccc1)CC(=O)c1ccccc1	-7%	1.5%	-28%	-6%	0%
O=C(c1ccccc1)C1CC=CCC1C(=O)c1ccccc1 (stereo unspecified)	x	i	0%	x	x
O=C(N/N=C/c1sc(N2CCOCC2)nc1-c1ccccc1)c1cccc(S(=O)(=O)N2CCOCC2)c1	-5%	6.1%	-28%	-26%	7%
NC(=S)n1[nH]c(-c2ccc([N+](=O)[O-])cc2)c(N=Nc2ccc(O)cc2)c1=O	i	6.5%	26%	10%	-4%
O=C(COC(=O)c1cncc(Br)c1)NC1CC1	4%	0.3%	5%	-1%	3%	inhibitors of VEEV 10K pilot screen=0.9

Structural class: the compounds so far containing two or more sulfur atoms.
SMILES	tuberculosis growth	inhibitors of VEEV	influenza NS1A	PhoP GFP inhibition	H37Rv inhibition	others
O=C(NCc1ccc(F)cc1)C1CCCN1S(=O)(=O)c1cccc2nsnc12 (stereo unspecified)	7%	i	2%	-11%	9%
O=C(N/N=C/c1sc(N2CCOCC2)nc1-c1ccccc1)c1cccc(S(=O)(=O)N2CCOCC2)c1	-5%	6.1%	-28%	-26%	7%

Going on with the list.
SMILES	tuberculosis growth	inhibitors of VEEV	influenza NS1A	PhoP GFP inhibition	H37Rv inhibition	others
Cc1ccc(C)c2[nH]c(=O)c(CN(CC3CCCO3)C(=O)NC3CCCCC3)cc12 (stereo unspecified)	24%	i	-1%	-3%	-3%	inhibitors of VEEV 10K pilot screen=5.2
C/C(=N/NC(=O)C1COc2ccccc2O1)c1ccco1 (stereo unspecified)	56%	0.1%	4%	-7%	-3%
Cc1c(C)c(C)c(CN2CCSCC2)c(C)c1C	1%	6.5%	1%	-12%	-4%
COc1ccccc1NC(=O)CCc1nc2ccccc2s1	38%	1.8%	7%	5%	62%
COc1cc(C(=O)Nc2ccc(C(F)(F)F)cc2)ccc1OCC(=O)N1CCOCC1	x	2.0%	-6%	x	x
CCCCOC(=O)c1ccc(NC(=O)Nc2ccc(OC)c(OC)c2)cc1	-4%	11%	17%	1%	9%
Cc1scc(C(=O)NNC(=S)NCC2CCCO2)c1C (stereo unspecified)	-15%	1.2%	2%	-6%	6%
COCCCNC(=S)NNC(=S)Nc1ccc(OC)cc1	40%	1.0%	x	1%	3%
Cc1cccc(C)c1NC(=O)CNC(=O)COC(=O)c1ccc(Cl)s1	1%	1.7%	-5%	x	2%
Cc1ccccc1NC(=O)CN1C(=O)NC(C)(c2ccc3c(c2)OCO3)C1=O (stereo unspecified)	-9%	1.6%	10%	-3%	-14%
COc1ccc(CCNC(=O)c2csc3c2CCCC3)cc1	51%	0.6%	8%	11%	-8%
O=C(N/C(=C\c1ccc(Br)cc1)C(=O)N1CCOCC1)c1ccc(Br)o1	-4%	i	8%	-8%	4%
COc1ccc2cc(Br)ccc2c1CC(=O)NCCCN1CCOCC1	-22%	2.0%	-24%	10%	-2%
O=C(c1ccc(Cl)cc1)c1cnc(-c2ccccc2)s1	x	3.0%	-47%	x	x
COCCn1c(=NC(=O)c2cc3ccccc3oc2=O)sc2cc(S(N)(=O)=O)ccc21	-1%	i	25%	2%	2%
COc1cccc(C=Nc2ccc(C)c(F)c2)c1O	4%	1.4%	-2%	-2%	-8%
CCC[C@@H](CNC)NC[C@H](Cc1ccccc1)NCCCCc1ccccc1	u	i	-19%	4%	u
Cc1cccc([C@@H]2[C@@H]3C(=O)N(Cc4ccccc4)C(=O)[C@@H]3[C@]3(Cc4ccc(Cl)cc4)C(=O)N(c4cccc(Cl)c4)C(=O)N23)c1	22%	3.8%	-6%	-11%	-2%
COc1ccc(NC(=O)/C(=C\c2ccc3c(c2)OCO3)NC(C)=O)cc1	-11%	1.5%	18%	-8%	-2%
O=C(CCn1c(=O)sc2ccccc21)NCc1ccccc1	-5%	4.0%	-16%	1%	4%	inhibitors of VEEV 10K pilot screen=0.2
Cc1ccccc1Nc1nc(N)nc(C)c1Br	x	1.7%	-21%	x	x
COC(=O)c1scc(C#N)c1N/N=C(\C#N)S(=O)(=O)c1ccc(Cl)cc1	55%	5.2%	x	-1%	-3%
Cn1c(NN=O)nc2ccccc21	u	13%	-2%	6%	0%
O=C(Nc1cccc(S(=O)(=O)C(F)F)c1)c1ccc(S(=O)(=O)N2CCOCC2)cc1	12%	3.9%	2%	2%	-2%
O=[N+]([O-])c1cc(C(F)(F)F)ccc1Oc1cccnc1[N+](=O)[O-]	53%	i	7%	2%	u
OC(c1ccccc1)(c1ccccc1)C1CCNCC1	22%	i	1%	-7%	0%
COc1ccc(CCNC(=O)c2cnn(-c3ccc(C)c(C)c3)c2NC(=O)c2ccco2)cc1OC	1%	3.7%	5%	11%	0%
Cc1nc2ccc(NC(=O)c3ccc(S(=O)(=O)N(C)c4ccccc4)cc3)cc2s1	27%	8.9%	1%	-8%	u
CC(C)CN(C(=O)COC(=O)CCC(=O)c1ccc(Cl)cc1)c1c(N)n(Cc2ccccc2)c(=O)[nH]c1=O	7%	2.5%	-2%	3%	5%
O=C(CCNS(=O)(=O)c1ccc2[nH]c(=O)oc2c1)Nc1cccc(Br)c1	0%	0.2%	-23%	0%	7%
CCCC(=O)Nc1ccc2c(c1)nc(CCN1CCN(c3ccccn3)CC1)n2C	32%	i	-11%	16%	0%
Cn1nc(Cc2n[nH]c(=S)n2C)c2ccccc2c1=O	-5%	1.8%	-1%	12%	5%
COC(=O)C1=C(O)/C(=C\c2ccc(CNC(=O)C(=O)Nc3ccc(C)c(C)c3)o2)N=C1C	10%	1.1%	0%	-11%	8%
O=C(NCCN1CCCC1=O)C1CCC(=O)N(CCc2cccc(F)c2)C1 (stereo unspecified)	-10%	1.0%	3%	-8%	-4%
CN(C)S(=O)(=O)c1ccc(C(=O)NCc2nnc(SCC(=O)Nc3ccc(F)cc3)n2-c2ccc(F)cc2)cc1	18%	1.1%	-6%	-19%	-3%
COc1ccc(-c2noc(N3CCC(C(=O)Nc4ccccc4OC)CC3)n2)cc1	39%	6.3%	-2%	5%	1%	inhibitors of VEEV 10K pilot screen=1.4
COc1ccccc1N1C(=NC(=O)CCc2ccccc2)SC2CS(=O)(=O)CC21 (stereo unspecified)	-2%	2.2%	-5%	2%	-2%
CN(C)c1ccc(/C=N/NC(=O)CCc2c[nH]c3ccccc23)cc1	12%	i	-4%	-7%	5%
CN(C)CCCN=Cc1c(O)n(Cc2ccc3c(c2)OCO3)c(=O)c2ccccc12	30%	x	x	-9%	4%
COc1ccc(NC(=O)CCC(=O)c2ccc(C(C)C)cc2)cc1	29%	1.7%	2%	2%	-3%
O=C(NCCCN1CCCC1=O)c1ccc(Cl)c(S(=O)(=O)N2CCCCC2)c1	2%	1.6%	8%	x	-14%

Rows are unselected. About 1.6% of those tested had a hit in this group.
